Compound activity from PubChem BioAssay.
APOBEC3G inh: APOBEC3G (human) deaminase inhibition. Q9HC16. recombinant A3G, ssDNA deamination FAM/TAMRA fluorescence. inhibition, % at 20 µM. actives 0.28% (n = 330,000). AID 493012;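 active = inhibition of at least 40% at 20 µM, with no more than 30% in the related APOBEC3A deaminase screen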;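 note: plate controls were DMSO wells with A3G for no effect and wells lacking A3G enzyme for full effect; some compounds called inactive have numbers as strong as hits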
Target sequence (Q9HC16 whole entry, looked up): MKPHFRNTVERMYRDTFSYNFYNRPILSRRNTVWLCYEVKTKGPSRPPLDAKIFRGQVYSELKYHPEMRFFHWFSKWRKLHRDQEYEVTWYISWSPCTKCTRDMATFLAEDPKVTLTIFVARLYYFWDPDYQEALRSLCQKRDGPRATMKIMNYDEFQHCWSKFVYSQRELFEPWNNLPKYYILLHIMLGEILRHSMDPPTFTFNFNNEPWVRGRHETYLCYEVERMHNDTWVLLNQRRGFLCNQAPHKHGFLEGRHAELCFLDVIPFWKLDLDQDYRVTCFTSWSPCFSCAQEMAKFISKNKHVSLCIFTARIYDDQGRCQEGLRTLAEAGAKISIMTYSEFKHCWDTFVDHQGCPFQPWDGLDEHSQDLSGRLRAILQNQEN
EBI2 block: antagonists of human EBI2 receptor. EBI2 beta-arrestin recruitment, luminescence, 7a,25-OHC stimulated. AID 651636. inhibition, % at 5 µM. actives 0.81% (n = 360,000); in the data active = inhibition above about 38%;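 note: enzyme fragment complementation signal reports receptor beta-arrestin coupling in cells; 0% = agonist plus DMSO wells and 100% = wells without agonist; some results beyond the cut were filed as inactive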
Target sequence (P32249 whole entry, looked up, the tested form may be a part): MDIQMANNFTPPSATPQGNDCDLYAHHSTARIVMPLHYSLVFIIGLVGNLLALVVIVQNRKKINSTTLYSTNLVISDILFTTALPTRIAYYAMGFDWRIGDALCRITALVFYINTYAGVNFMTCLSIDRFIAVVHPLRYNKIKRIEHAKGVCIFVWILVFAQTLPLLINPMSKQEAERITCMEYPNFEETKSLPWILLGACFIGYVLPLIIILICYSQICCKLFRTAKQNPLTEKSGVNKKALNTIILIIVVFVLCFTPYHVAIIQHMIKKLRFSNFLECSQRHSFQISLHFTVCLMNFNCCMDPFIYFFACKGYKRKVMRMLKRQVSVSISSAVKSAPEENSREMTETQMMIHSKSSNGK
MPTP block: blocks calcium-induced mitochondrial swelling. inhibition, % at 10 µM. AID 602449. isolated mouse mitochondria, Ca2+ swelling absorbance, 30 min. actives 1.4% (n = 360,000);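 active = inhibition of 50% or more, scaled per plate between neutral and stimulator controls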;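 note: 0% = DMSO wells given calcium and 100% = 1 mM EGTA wells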
CXCR6 inh: CXCR6 (human) receptor inhibition. AID 602244. inhibition, % at 20 µM. CHO-K1 PathHunter CXCR6 beta-arrestin, luminescence. actives 0.36% (n = 360,000); in the data active = inhibition above about 34%, passing the limit was not always enough;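 note: antagonist mode with CXCL16 agonist at 10 nM final; 0% = 10 nM CXCL16 with DMSO and 100% = unstimulated wells without agonist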
Gli-Sufu block: Gli-Sufu pathway antagonism; Sufu-KO-LIGHT fibroblasts, Gli luciferase reporter luminescence; inhibition, % at 5 µM; actives 0.74% (n = 340,000);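 active = inhibition above about 55%, limit read from the data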;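 note: 0% = DMSO-treated cells and 100% = wells with medium but no cells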
GRIN3A LBD mod: modulators (binders) of human NR3A ligand-binding domain; NR3A LBD differential scanning fluorimetry, Tm shift; 0% = protein alone, 100% = glycine-bound protein; Tm shift relative to glycine control, % at 25 µM; actives 2.5% (n = 340,000);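 active = melting temperature shift of at least 10% of the positive control shift, at one fixed dose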
CCR6 antagonist: blocks CCL20-driven beta-arrestin recruitment at human CCR6 | actives 0.49% (n = 340,000) | AID 493098 | CHO-K1 CCR6 PathHunter beta-arrestin, luminescence, CCL20-stimulated | P51684 | inhibition, % at 20 µM;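 active = compounds whose inhibition of the agonist-driven luminescence signal at 20 µM reaches about 50%, limit read from the data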;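 note: cells stimulated with CCL20 at 14 nM final; plate controls were DMSO with CCL20 for no effect and DMSO without agonist for full effect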
A3A deaminase: blocks human APOBEC3A ssDNA deamination. recombinant A3A, FAM/TAMRA ssDNA deamination fluorescence. AID 493011. inhibition, % at 20 µM. actives 0.41% (n = 330,000). P31941;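 active = at least 40% inhibition at 20 µM here, with at most 30% in a related deaminase screen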;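 note: plate controls were A3A with DMSO for no effect and wells lacking A3A enzyme for full effect; some results filed as inactive read as strong as hits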
Target sequence (P31941 whole entry, looked up): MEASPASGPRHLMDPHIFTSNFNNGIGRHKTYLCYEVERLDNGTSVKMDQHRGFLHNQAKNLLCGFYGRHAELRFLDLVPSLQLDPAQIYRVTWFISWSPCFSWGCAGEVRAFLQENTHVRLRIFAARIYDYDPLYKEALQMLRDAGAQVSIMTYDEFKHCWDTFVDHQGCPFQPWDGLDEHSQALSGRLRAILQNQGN
Active calls of the source: *; . = not tested or not shown; & = joins results of further samples.

SMILES	APOBEC3G inh	EBI2 block	MPTP block	CXCR6 inh	Gli-Sufu block	GRIN3A LBD mod	CCR6 antagonist	A3A deaminase
COc1ccc(S(=O)(=O)N(C)CC(=O)NC2CCCCC2)cc1Cl	-2	-28	-0.6	7	0	11*	0	6
CC(C(=O)N1CCc2ccccc21)N1CCN(S(=O)(=O)c2ccc3c(c2)OCCCO3)CC1 (stereo not given)	.	-6	-0.7	0	9	3	5	.
COC(=O)CN1C(=S)N(c2ccc(OC)cc2)C(=O)/C1=C/c1cccs1	-6	-5	1.2	16	10	-2	13	2
COc1cc(C)nc(N2CCC(C(=O)NCC3CCCO3)CC2)n1 (stereo not given)	3	-2	-0.7	-1	31	0	3	0
COc1cc(OC)c(OC)cc1/C=C1\Oc2cc(OCC(=O)N3Cc4ccccc4C[C@H]3C(=O)O)ccc2C1=O	-30	0	-2.7	-4	5	-2	-18	-25
O=C(O)CCc1ccc(-c2ccccc2)n1CC1CCCO1 (stereo not given)	-6	0	-1.8	8	1	0	12	-5
Cc1ccc(NC(=O)c2nc[nH]c2C(=O)N2CCN(c3ccccc3)CC2)cc1	-13	-4	1.1	-5	22	-6	12	-6
CCCNC(=O)c1ccc(N2CCC3(CC2)CC(c2ccccc2)=NO3)c(NC(=O)c2cccc(C)c2)c1	-8	29	-0.7	6	52	1	-2	-9
COc1ccc(N2C(=O)CN(Cc3ccc(OC)c(OC)c3)C2=S)cc1	-3	-1	-1.2	-10	-30	-2	0	-9
CCn1c(C(=O)N2CCc3ccccc3C2)cc2oc3ccccc3c21	-4	0	1.9	10	6	0	10	-2
CCCN1C(=O)/C(=C\C=C2\N(CC)c3ccccc3C2(C)C)SC1=S	.	27	11	19	36	6	46	.
O=C(COC(=O)CCC1CCCC1)Nc1ccc(Cl)cc1F	-7	-3	1.0	10	-9	-4	3	-5
CCCCN(Cc1cc2cc(OC)ccc2[nH]c1=O)C(=O)c1ccco1	-6	4	1.1	-1	9	1	21	-2
COc1ccccc1-n1c(C)c2c(OC)cccc(=O)c2c1C	-8	0	2.9	4	2	-2	20	-5
CC(=O)N1CCc2c(sc(NC(=O)C3CCCN3S(=O)(=O)c3cccs3)c2C#N)C1 (stereo not given)	3	4	0.2	13	-1	2	14	2
COc1cccc(NC(=O)Cn2c(=O)n(CCCC(=O)NCc3ccco3)c(=O)c3ccccc32)c1	.	1	0.2	2	5	-2	-11	.
CSc1cccc(NS(=O)(=O)c2ccc3c(c2)NC(=O)C(C)C(=O)N3)c1 (stereo not given)	-3	-7	-1.3	0	-7	-4	9	-2
COc1ccccc1N1CCN(C(=O)c2cc3cc(F)ccc3[nH]2)CC1	-8	87*	-1.1	-6	14	-2	0	-3
CCOC(=O)C1(Cc2cccc(OC)c2)CCN(CC=C(C)C)CC1	2	-13	9.2	-19	12	0	12	2
Cc1ccc(NC(=O)CSc2ccc(C(N)=O)cc2[N+](=O)[O-])cc1C	-1	-4	-1.4	-4	0	6	7	1
CCN(C(=O)c1ccco1)c1nc(-c2ccc(OC)cc2)cs1	-1	33	1.5	5	-74	-7	-4	-4
CC(C)C[C@H](NC(=O)[C@H](Cc1ccccc1)n1c(=O)[nH]c2ccccc2c1=O)C(=O)N1CCC(C(=O)O)CC1	-10	0	0.2	4	0	-1	9	-2
COc1cc2[nH]c(=O)n(CCCC(=O)NCCc3ccccc3)c(=O)c2cc1OC	-9	0	-0.4	0	18	0	8	1
O=C(NC(=S)Nc1ccc(Cl)c(C(=O)O)c1)c1ccco1	-3	7	0.6	5	19	0	19	-2
Cc1ccccc1SCC(=O)Nc1cccc(C#N)c1	-3	-1	-7.9	8	-11	-6	7	0

Part of the list above in order of length of the SMILES, ascending:
SMILES	APOBEC3G inh	EBI2 block	MPTP block	CXCR6 inh	Gli-Sufu block	GRIN3A LBD mod	CCR6 antagonist	A3A deaminase
O=C(O)CCc1ccc(-c2ccccc2)n1CC1CCCO1 (stereo not given)	-6	0	-1.8	8	1	0	12	-5
O=C(COC(=O)CCC1CCCC1)Nc1ccc(Cl)cc1F	-7	-3	1.0	10	-9	-4	3	-5
CCN(C(=O)c1ccco1)c1nc(-c2ccc(OC)cc2)cs1	-1	33	1.5	5	-74	-7	-4	-4
CCOC(=O)C1(Cc2cccc(OC)c2)CCN(CC=C(C)C)CC1	2	-13	9.2	-19	12	0	12	2
COc1ccc(S(=O)(=O)N(C)CC(=O)NC2CCCCC2)cc1Cl	-2	-28	-0.6	7	0	11*	0	6
CCCCN(Cc1cc2cc(OC)ccc2[nH]c1=O)C(=O)c1ccco1	-6	4	1.1	-1	9	1	21	-2
COc1cc2[nH]c(=O)n(CCCC(=O)NCCc3ccccc3)c(=O)c2cc1OC	-9	0	-0.4	0	18	0	8	1
CC(=O)N1CCc2c(sc(NC(=O)C3CCCN3S(=O)(=O)c3cccs3)c2C#N)C1 (stereo not given)	3	4	0.2	13	-1	2	14	2
CC(C(=O)N1CCc2ccccc21)N1CCN(S(=O)(=O)c2ccc3c(c2)OCCCO3)CC1 (stereo not given)	.	-6	-0.7	0	9	3	5	.
COc1cccc(NC(=O)Cn2c(=O)n(CCCC(=O)NCc3ccco3)c(=O)c3ccccc32)c1	.	1	0.2	2	5	-2	-11	.
CCCNC(=O)c1ccc(N2CCC3(CC2)CC(c2ccccc2)=NO3)c(NC(=O)c2cccc(C)c2)c1	-8	29	-0.7	6	52	1	-2	-9
COc1cc(OC)c(OC)cc1/C=C1\Oc2cc(OCC(=O)N3Cc4ccccc4C[C@H]3C(=O)O)ccc2C1=O	-30	0	-2.7	-4	5	-2	-18	-25
CC(C)C[C@H](NC(=O)[C@H](Cc1ccccc1)n1c(=O)[nH]c2ccccc2c1=O)C(=O)N1CCC(C(=O)O)CC1	-10	0	0.2	4	0	-1	9	-2

(cont.)
SMILES	APOBEC3G inh	EBI2 block	MPTP block	CXCR6 inh	Gli-Sufu block	GRIN3A LBD mod	CCR6 antagonist	A3A deaminase
Cc1ccc2c(c1)c1c3n2CCN=C3CCC1	-3	6	1.4	-8	11	-1	-3	0
Cn1cc(C(F)(F)F)nc1-c1ccc(OCC(O)CNCCOc2ccc(O)c(C(N)=O)c2)cc1 (stereo not given)	4	0	7.8	-1	4	1	6	1
O=C(CSc1ncn[nH]1)N1c2ccccc2Sc2ccccc21	-8	0	1.7	2	-6	-1	9	-6
COC(=O)[C@]1(Cc2ccccc2)N[C@H](CN(C)C(=O)Nc2ccc(Cl)cc2)[C@@H]2C(=O)N(Cc3ccccc3)C(=O)[C@@H]21	-7	10	36	5	-21	-9	10	-5
CSc1ccc(/C=C/C(=O)c2ccc(NC(C)=O)cc2)cc1	1	80*	0.1	6	18	6	10	1
O=C(CSc1nnc(CNC(=O)c2ccccc2)o1)NCc1ccco1	-7	-2	0.3	2	27	0	-4	-1
Cc1ccc(NC(=O)C2CCCN(S(=O)(=O)c3c(C)noc3/C=C/N(C)C)C2)cc1F (stereo not given)	-3	-8	0.6	4	18	0	-6	-1
CCOc1ccc2[nH]c(=O)c(CN(Cc3ccco3)C(=O)c3ccc(Br)cc3)cc2c1	.	1	-4.3	-3	6	-5	22	.
COC(=O)c1sc2ccccc2c1N	37	-2	-1.0	-10	-2	-39	1	2
CCOc1ccc(CN2CCCC(CO)(Cc3ccccc3F)C2)cc1 (stereo not given)	-1	2	1.4	2	16	5	22	1
Cc1ccccc1C(=O)N1CCC(C(=O)OCc2ccccn2)CC1	-8	-15	-0.1	-10	11	-1	1	-3
CCCC/C=C/[C@H](c1ccccc1)[C@H](CO)Cc1cccnc1	-11	-1	-0.5	1	-1	2	8	-4
CCOCC(=O)Nc1nc2ccc(OC)cc2s1	-3	-4	3.8	6	-62	1	5	4
COCC(C)NC(=O)Cc1ccc(F)cc1 (stereo not given)	-10	3	-0.8	5	-6	0	6	-1
CCCn1c(N)c(N(C)C)c(=O)n(CC(=O)Nc2ccc(OC(F)(F)F)cc2)c1=O	4	-14	-4.3	7	-1	2	-7	4
Cc1nn(-c2ccccc2)c2sc(-c3nnc(SCC(=O)O)o3)cc12	-3	2	2.3	4	-2	0	-9	-5
CSc1ccccc1NC(=O)CN(C)CC(=O)NCC(=O)Nc1ccc(F)cc1	2	-2	-1.2	-10	-7	0	10	20
CCc1[nH]nc2c1C(c1ccsc1)C(C#N)=C(N)O2 (stereo not given)	-5	-17	25	1	-80	-2	-13	-3
CCOC(=O)c1[nH]c(C)c(C(=O)N2CCN(c3ccc(OC)cc3)CC2)c1C	3	-6	2.1	1	1	-1	6	2
Cc1nn(-c2nnc(C)c(=O)[nH]2)c(C)c1SCC(=O)Nc1ccc(C(C)C)cc1	-3	5	-5.7	10	-14	-2	18	-1
O=C(OC(C(=O)NCc1ccc2c(c1)OCO2)c1ccccc1F)c1ccco1 (stereo not given)	-5	6	0.3	0	-16	1	3	-1
C=CCSc1nnc(CCCCCN2C(=O)c3cccc4cccc(c34)C2=O)o1	-2	-4	9.1	1	-3	-4	27	0
Cc1nnc(Oc2ccccc2F)c2ccccc12	7	7	0.2	1	-46	1	1	-1
COC(=O)C1=C(C)NC(=S)NC1c1ccc(-c2cccc(Cl)c2)o1 (stereo not given)	2	-1	33	0	-2	-1	2	-1
O=C(NN1C(=O)C2C3CCC(O3)C2C1=O)c1ccco1 (stereo not given)	3	-7	-0.2	0	9	-3	10	1
Going on with the list:
SMILES	APOBEC3G inh	EBI2 block	MPTP block	CXCR6 inh	Gli-Sufu block	GRIN3A LBD mod	CCR6 antagonist	A3A deaminase
Cc1[nH]c(C)c(S(=O)(=O)NCCc2ccccc2)c1C(=O)N1CCCCC1	-2	-5	-1.5	-7	-6	1	8	1
COc1ccc(OC)c(C(=O)COC(=O)CNC(=O)C2CCCCC2)c1	1	-5	-0.4	0	-7	-2	16	2
COc1cnc(-c2ccccn2)nc1Oc1ccccc1Cl	-6	-13	0.3	-5	6	0	-7	1
Cc1ccc(S(=O)(=O)N(CC(=O)N2CCOCC2)c2ccc(C(C)C)cc2)cc1	-4	-17	-0.3	-5	-8	-2	11	0
OC1CCCN(Cc2ccccc2)C1 (stereo not given)	6	-7	-1.0	-4	-1	-1	3	3
COc1cc(C(=O)N2C[C@H]3CC[C@H]2C3)ccc1OC1CCN(C(C)=O)CC1	-4	-10	3.1	7	-12	13*	-6	-5
Cc1ccc(C)c2[nH]c(=O)c(CN(Cc3ccco3)C(=S)NCC3CCCO3)cc12 (stereo not given)	-4	3	-1.7	3	6	-1	14	0
CNc1ccc(/C=C/C(=O)c2ccc(C)cc2)cc1[N+](=O)[O-]	-4	17	-1.2	18	-3	21*	37	-1
CN1C2CCC1CC(OC(=O)c1c[nH]c3ccccc13)C2 (stereo not given)	0&-7	3&7	-1.3&0.0	5&1	34&45	1&1	4&-3	5&-3
Cc1ccc(-c2nnc3n2CCCCC3)cc1	-5	-3	-2.9	-2	-3	0	-12	0
O=C(CCCn1c(=O)c2sccc2n(CC(=O)OCc2ccccc2)c1=O)NCc1ccco1	-6	-8	-1.5	3	7	1	-8	-5
N#C/C(C(=O)N1CCOCC1)=C1/SC(Cc2ccccc2Cl)C(=O)N1c1ccccc1 (stereo not given)	-2	-2	0.3	-2	6	1	5	-1
COc1ccc(NC(=O)CSc2ncccn2)cc1S(=O)(=O)N1CCCCC1	-7	4	0.5	-1	-4	0	9	-4
Cc1cc(C)cc(NC(=O)CCN2C(=O)c3ccccc3C2=O)c1	-10	-8	2.7	3	0	0	4	-9
COc1ccc(CCNC(=O)C2CC(=O)N(c3ccc(F)cc3)C2)cc1OC (stereo not given)	-11	5	0.7	1	3	-1	-2	-3
O=C(CN1C(=O)C2CC=C(Cl)CC2C1=O)NCc1ccccc1 (stereo not given)	2	1	3.5	4	2	-2	6	-1
